FUS suppressor: qHTS for Suppressors of FUS Proteinopathy: Primary screen using FUS-linked yeast assay; Potency, µM (highest dose often 76.6 µM), without a hit: at the highest dose growth rescue (activation), most hits filed as activators; S. cerevisiae FUS-expressing, growth rescue, OD600, 24 h; 390,000 compounds, 0.24% hits; AID 1347120, 2019;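 further: potency means the concentration at half of the fitted maximal effect; plate controls were DMSO vehicle for no effect and reference control for full effect; nearly all actives have a fitted effect of over 55% in size; some results filed as inactive show a strong effect at the top dose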
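Cultures pregrown in 2.5% raffinose medium are shifted to minimal medium containing 2% galactose to express toxic FUS. Compounds are tested at several concentrations. After 24hr at 30C, growth is quantified at 600 nm absorbance.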
TDP43 rescue: qHTS of TDP-43 Inhibitors; AID 652104, 2013; TDP-43 expressing yeast growth rescue, BacTiter-Glo, 24 h; 410,000 compounds, 1.8% hits; Potency, µM (titrated, usually from 46.1 µM), inactives show top-dose growth rescue (activation), actives largely listed as activators; further: potency means the concentration at half of the fitted maximal effect; % of control where 0% means no effect; nearly all actives have a fitted effect of over 50% in size
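Growth rescue of TDP-43-toxic yeast measured as ATP luminescence (BacTiter-Glo). Cells grown to mid-log in raffinose, induced in galactose at OD600=0.02, exposed to compound 24 hr at 30 deg C.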
GLP1R inv ag: qHTS of GLP-1 Receptor Inverse Agonists (Inhibition Mode); Glucagon-like peptide 1 receptor (Homo sapiens), P43220; HEK293 GLP-1R CRE-luciferase, luminescence, 24 h; GLP-1R form is constitutively active; Potency, µM (top dose mostly 38.3 µM), without a hit: at the highest dose activity change, negative = inhibition, most hits filed as inhibitors; 410,000 compounds, 1.6% hits; further: potency means the concentration at half of the fitted maximal effect; on the % scale 0 is the no-effect control and ±100 the full control effect; nearly all actives have a fitted effect of over 55% in size
Target sequence (P43220 whole entry, looked up): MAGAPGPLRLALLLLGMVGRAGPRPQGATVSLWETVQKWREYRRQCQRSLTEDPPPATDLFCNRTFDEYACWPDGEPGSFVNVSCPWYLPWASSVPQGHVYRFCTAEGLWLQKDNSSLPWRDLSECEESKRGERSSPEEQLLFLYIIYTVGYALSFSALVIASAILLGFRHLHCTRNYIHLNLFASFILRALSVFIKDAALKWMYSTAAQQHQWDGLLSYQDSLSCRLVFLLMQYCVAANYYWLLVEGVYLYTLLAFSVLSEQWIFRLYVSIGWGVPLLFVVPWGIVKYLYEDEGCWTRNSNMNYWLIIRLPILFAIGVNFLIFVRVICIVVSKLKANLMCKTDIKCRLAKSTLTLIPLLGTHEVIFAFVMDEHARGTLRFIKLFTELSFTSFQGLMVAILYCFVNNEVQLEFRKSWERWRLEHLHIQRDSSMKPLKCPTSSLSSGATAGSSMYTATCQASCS
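Inverse agonists were sought by their lowering of basal cAMP reporter luciferase output in HEK293 cells stably carrying constitutively active human GLP-1R, after 24 h compound treatment.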
pAkt inh: HTS Assay for Inhibitors of Akt Phophorylation: Primary Screen; AID 651550, 2012; 360,000 compounds, 0.32% hits; activity change, % for hits at 50 µM; Neuro2A IGF-stimulated pAkt S473 HTRF, 20 min; stronger effect = lower value; in the data active means activity change below about -80%; inconclusive means mostly about -51% to -80%; further: on the % scale 0 is the no-effect control and ±100 the full control effect
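Neuro2A cells (4,500/well, DMEM with 0.5% FBS) were treated with compound at a single 50 µM final concentration, stimulated with 6 nM IGF for 20 min at 37 °C, and lysed. Phospho-Akt Ser473 was read by HTRF as 665/615 ratio ×10^4.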
PTHR1 ag: qHTS for PTHR1 Agonists: Primary Screen; Parathyroid hormone/parathyroid hormone-related peptide receptor (Homo sapiens), Q03431; HEK293 GP2 PTHR1 cells, GloSensor cAMP luminescence, 1 h; Potency, µM (doses to about 115 µM), without a hit: at the highest dose activation, usual class: activators; 410,000 compounds, 0.075% hits; AID 743266, 2014; further: potency means the concentration at half of the fitted maximal effect; nearly all actives have a fitted effect of over 55% in size; some results filed as inactive show a strong effect at the top dose; inactives centre near -15; many of its hits are not listed in these tables
Target sequence (Q03431 whole entry, looked up): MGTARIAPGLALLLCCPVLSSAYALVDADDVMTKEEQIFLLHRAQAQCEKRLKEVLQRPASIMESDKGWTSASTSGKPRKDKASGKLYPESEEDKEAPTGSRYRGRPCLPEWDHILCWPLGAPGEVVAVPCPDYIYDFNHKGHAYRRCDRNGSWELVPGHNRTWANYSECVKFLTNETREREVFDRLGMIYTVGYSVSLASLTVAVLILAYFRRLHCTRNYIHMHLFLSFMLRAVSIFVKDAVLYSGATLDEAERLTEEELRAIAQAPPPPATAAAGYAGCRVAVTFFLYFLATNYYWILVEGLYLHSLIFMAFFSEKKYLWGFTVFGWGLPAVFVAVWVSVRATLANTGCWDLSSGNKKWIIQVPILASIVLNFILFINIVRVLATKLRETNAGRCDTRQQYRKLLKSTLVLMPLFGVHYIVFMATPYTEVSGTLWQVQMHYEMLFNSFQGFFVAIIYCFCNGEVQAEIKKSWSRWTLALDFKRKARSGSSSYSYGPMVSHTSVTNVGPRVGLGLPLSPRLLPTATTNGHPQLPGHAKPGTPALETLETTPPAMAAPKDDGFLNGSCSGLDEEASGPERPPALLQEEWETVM
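HEK-293-derived GP2 cells expressing PTHR1 and a GloSensor cAMP reporter, 3,000/well, plated overnight, given luciferin plus IBMX (each 0.5 mM as added) for 1 h at 37 °C, then compound for 1 h at 37 °C. Luminescence was read after 15 min at room temperature.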
Abeta yeast res: qHTS for compounds that reverse cellular toxicity of Amyloid beta (A-beta) peptide in yeast: Primary Screen | AID 1347071, 2019 | 410,000 compounds, 0.063% hits | yeast expressing A-beta42, growth rescue, OD600, 48 h; response scale: 0% DMSO, 100% iron-clioquinol control | Potency, µM (highest dose often 46.1 µM), inactives show at the top dose growth rescue, actives largely listed as activators; further: potency means the concentration at half of the fitted maximal effect; nearly all actives have a fitted effect of over 55% in size
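Yeast growth medium received pinned compounds, then yeast cells expressing toxic A-beta were added; plates incubated at 30 C for 48 hr. Growth read as absorbance at 600 nm, normalized to DMSO and equimolar FeCl3 plus clioquinol controls.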
aSyn yeast inh: qHTS of alpha-syn Inhibitors | Yeast expressing alpha-synuclein, growth rescue, BacTiter-Glo, 24 h | Potency, µM (series often up to 46.1 µM), without a hit: at the highest dose growth rescue (activation), most hits filed as activators | 370,000 compounds, 0.14% hits | AID 652106, 2013; further: potency means the concentration at half of the fitted maximal effect; % of control where 0% means no effect; nearly all actives have a fitted effect of over 65% in size
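Galactose-induced alpha-syn yeast (OD600=0.02, raffinose-pregrown) + pinned cpd, 24 hr, 30 deg C; growth by BacTiter-Glo luminescence. Growth restoration scores as activation.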
Mm-Cpn inhibitor: Inhibitors of TCP-1 ring complex (TRiC) of Methanococcus maripaludis (MmCpn): qHTS; AID 504842, 2011; Potency, µM (top dose mostly 76.9 µM), inactives show at the highest dose activity, negative = inhibition, actives largely listed as inhibitors; 330,000 compounds, 0.031% hits; Chaperonin Mm-Cpn (Methanococcus maripaludis); purified Mm-Cpn ATPase, ADP Transcreener TR-FRET; further: potency means the concentration at half of the fitted maximal effect; on the % scale 0 is the no-effect control and ±100 the full control effect; nearly all actives have a fitted effect of over 80% in size
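Purified archaeal chaperonin (25 nM final) was preincubated with compound for 10 min at 37°C, then ATP (10 uM final) was added for 30 min at 37°C in Tris pH 7.4/KCl/MgCl2/DTT buffer. ADP was quantified by HTRF Transcreener TR-FRET.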
HEK293 tox: qHTS of GLP-1 Receptor Inverse Agonists: Cytotox Screen. HEK293 cAMP-luciferase reporter cells, luminescence, 24 h. Potency, µM (titrated, usually from 38.3 µM), for inactives: at the highest dose activity change, negative = inhibition, usual class: inhibitors. 410,000 compounds, 0.13% hits;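 further: loss of luciferase light is scored as toxicity; potency means the concentration at half of the fitted maximal effect; on the % scale 0 is the no-effect control and ±100 the full control effect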
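1536-well qHTS counterscreen of the MLSMR; 200 cells/uL, 12 h pre-incubation, 23 nL cpd, 24 h at 37 deg C 5% CO2, luciferase detection reagent, 12 min RT, luminescence. Inhibition = undesired.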
An asterisk follows results filed as active; i = inactive; ? = inconclusive; nt = not tested or not shown; [ ] = remark or other dose. Unless noted, the call rests on the fitted dose curve; in most records, active means well fitted curve in the direction sought with a large enough effect; inconclusive means small, poorly fitted or top-dose-only effect, or another doubt; inactive means no such curve, though single readings can be large; an effect the other way counts as inactive or inconclusive. The list is partial. The share of hits here may be higher or lower than overall.

SMILES	FUS suppressor	TDP43 rescue	GLP1R inv ag	pAkt inh	PTHR1 ag	Abeta yeast res	aSyn yeast inh	Mm-Cpn inhibitor	HEK293 tox
CCOC(=O)C1CCCN(C(=O)c2[nH]c3ccccc3c2Sc2ccc(Cl)cc2)C1 (configuration not stated)	11.1%	-26.2%	11.2µM*	nt	-30.8%[inhibitor]	5.3%	nt	nt	?
N/C(=N\c1nc2c(c(=O)[nH]1)CCC2)Nc1cccc(Cl)c1	?	2.8%	12.9%	i	i	4.1%	-3.0%	-2.0%	-9.4%
CC(Cc1ccccc1)C(=O)NCc1ccncc1 (configuration not stated)	-33.6%	8.5%	13.9%	i	-11.9%	-8.6%	-3.4%	0.1%	-0.5%
COc1cccc(CNC(=O)C2CCN(Cc3cnn(-c4ccccc4)c3-n3cccc3)CC2)c1	15.2%	0.9%	?	i	-16.2%[57.5 µM]	9.5%	-8.7%	-0.8%	1.0%
O=C(CC(c1ccccc1)c1ccccc1O)NCCN1CCOCC1 (configuration not stated)	-0.4%	4.5%	4.8%	i	i	-4.1%	-6.4%	-2.2%	-1.3%
C=CCNC(=S)N1CCN(S(=O)(=O)c2ccc(C)cc2)CC1	7.0%	-0.6%	-24.9%	i	i	-7.2%	0.7%	1.7%	6.5%
COc1ccccc1C(=O)Nc1c(C(=O)N2CCN(C)CC2)oc2ccccc12	9.1%	-16.4%	-29.7%	i	i	nt	-8.3%	-1.9%	6.1%
O=C(COc1nsnc1N1CCOCC1)Nc1ccccc1Cl	10.7%	?	12.9%	i	-16.2%	-10.9%	6.0%	-0.8%	3.1%
CCOC(=O)C1CCN(CC(=O)N2CCCc3c2c(=O)oc2ccc(OCc4ccccc4)cc32)CC1	39.2%	-29.0%	-18.5%	nt	-34.1%[inhibitor]	-15.2%	nt	nt	1.2%
CCOc1ccccc1NC(=O)CN(C)S(=O)(=O)c1ccc2nc(C)sc2c1	36.3%	31.3%	-2.7%	nt	-13.3%	-5.1%	nt	nt	0.4%
COC(=O)c1ccc(NC(=O)CC2C(=O)N(c3cccc(OC)c3)C(=O)N2Cc2cccc(OC)c2)cc1 (configuration not stated)	?	10.2%	3.1%	nt	-2.3%	-4.4%	nt	nt	0.8%
CC1=NN(c2cccc(C(=O)O)c2)C(=O)/C1=C\C=C\c1ccco1	17.7%	-0.9%	28.8%	i	-3.5%	-1.1%	13.3%	-1.7%	15.2%
CC1(Oc2cccc(C#N)c2)CCN(Cc2csc3ccccc23)C1 (configuration not stated)	-4.5%	-1.1%	?	i	6.3%	15.6%	7.1%	nt	8.3%
NS(=O)(=O)c1ccc(CNC(=O)c2ccc3c(c2)OCO3)cc1	-16.0%	21.1%	35.9%[activator]	i	i	-4.1%	1.3%	0.8%	1.8%
COc1ccc(Nc2nc(-c3ccccc3)c(C(=O)Nc3cccnc3)s2)cc1	-25.8%	7.2%	-12.8%	i	i	-4.0%	8.4%	-12.0%	-11.4%
CCOc1ccc(CCNC(=O)CSc2n[nH]c(-c3ccccc3)n2)cc1OCC	-6.9%	11.2%	-5.9%	nt	-6.6%	-13.7%	nt	nt	-2.2%
CC(O)CNCCCCOc1ccc(OCc2ccccc2)cc1 (configuration not stated)	4.8%	5.5%[9.22 µM]	14.1µM*	i	-3.9%	-7.2%	10.2%	3.5%	-9.4%
O=C(Nc1ccccc1N1CCN(c2ccc(F)cc2)CC1)C1CCCCC1	-5.4%	12.6%	5.0%	i	-13.0%	-5.3%	-0.1%	-0.3%	15.1%
C=CCOc1ccc2ccccc2c1CNn1c(C)n[nH]c1=S	1.2%	-5.0%	-3.9%	i	-23.8%	-21.8%	-2.9%	1.6%	-22.0%
CC1=C(C(=O)Nc2ccccc2)C(c2ccccn2)n2nc(SCc3ccccc3)nc2N1 (configuration not stated)	12.6%	14.1%	19.3%	nt	-53.2%[inhibitor]	-15.4%	nt	nt	6.6%

Single records, from the list above. Order of screens: FUS suppressor	TDP43 rescue	GLP1R inv ag	pAkt inh	PTHR1 ag	Abeta yeast res	aSyn yeast inh	Mm-Cpn inhibitor	HEK293 tox
COc1cccc(CNC(=O)C2CCN(Cc3cnn(-c4ccccc4)c3-n3cccc3)CC2)c1 is listed with 15.2%	0.9%	?	i	-16.2%[57.5 µM]	9.5%	-8.7%	-0.8%	1.0%
C=CCOc1ccc2ccccc2c1CNn1c(C)n[nH]c1=S is listed with 1.2%	-5.0%	-3.9%	i	-23.8%	-21.8%	-2.9%	1.6%	-22.0%
CC(Cc1ccccc1)C(=O)NCc1ccncc1 (configuration not stated) is listed with -33.6%	8.5%	13.9%	i	-11.9%	-8.6%	-3.4%	0.1%	-0.5%
CC1=NN(c2cccc(C(=O)O)c2)C(=O)/C1=C\C=C\c1ccco1 is listed with 17.7%	-0.9%	28.8%	i	-3.5%	-1.1%	13.3%	-1.7%	15.2%

Continued.
SMILES	FUS suppressor	TDP43 rescue	GLP1R inv ag	pAkt inh	PTHR1 ag	Abeta yeast res	aSyn yeast inh	Mm-Cpn inhibitor	HEK293 tox
O=C(COc1ccc2ccccc2c1)Nc1ccncc1	26.6%	17.9%	11.2%	i	-27.3%	3.3%	-9.7%	-1.4%	1.7%
COc1ccccc1CNC(=O)c1cc(-c2ccccc2)nn1Cc1cc(C)no1	37.3%	15.3%	?	i	-2.2%	5.6%	9.0%	-1.4%	10.1%
CSc1ncc(C(=O)O)n1-c1ccc(F)cc1	-7.1%	7.4%	0.6%	i	i	-2.2%	-4.1%	3.9%	11.9%
O=C(CN1C(=O)/C(=C\c2ccc(F)cc2)Oc2ccccc21)NCc1ccco1	nt	15.3%	2.1%	i	-4.7%	2.3%	-11.5%	-2.4%	-0.7%
Cc1cc(C)c(-c2c(O)c3cccc4c3n(c2=O)CCC4)c(C)c1	-20.9%	15.2%	-4.8%	i	i	1.1%	0.4%	-1.7%	-8.2%
CCOc1ccccc1NC(=S)N1CCC(NC(=O)NC23CC4CC(CC(C4)C2)C3)CC1	4.4%	1.9%	?	i	i	-12.2%	0.2%	0.7%	2.1%
CCc1cccc(C)c1NC(=O)CN1C(=O)c2c(c3ccccc3n2C)C1c1ccc(OC)cc1 (configuration not stated)	30.8%	4.8%	?	nt	-23.6%	10.9%	nt	nt	-15.3%
CCCCCN(C(=O)COC(=O)CSc1ccc([N+](=O)[O-])cc1)c1c(N)n(CCCC)c(=O)[nH]c1=O	29.8%	-26.4%	45.1%[activator]	i	-6.3%	-5.3%	-3.8%	-1.6%	-6.1%
COC(=O)C1(C)CCCC2(C)C3CCC(C(C)C)C(CO)C3C(CO)CC12 (configuration not stated)	?	17.2%	10µM*	i	-45.1%[inhibitor]	-5.2%	9.1%	nt	?
CCc1nn(CCCC(=O)NCc2ccccc2OC)c(=O)c2cc3occc3n12	11.9%	0.0%	12.4%	nt	-30.8%	-13.8%	nt	nt	-0.7%
O=C(CNC(=S)NC(=O)c1cccs1)c1ccccc1	30.9%	21.3%	5.5%	i	-3.9%	-4.8%	-7.2%	0.8%	5.5%
CC(/C=N/NC(=O)CSc1nc(C)cc(C)n1)=C\c1ccccc1	15.0%	18.9%	18.0%	i	-20.1%	3.2%	18.9%	2.4%	18.1%[1.53 µM]
CN1CCN(C2=NC3(CCCC3)C(C#N)C(=O)N2)CC1 (configuration not stated)	-12.0%	14.4%	4.0%	i	-24.0%	10.0%	2.3%	-0.2%	-6.1%
CCCCCSc1nc2sc3c(c2c(=O)n1-c1ccccc1)CCN(C(C)=O)C3	16.5%	?	15.9%	nt	-74.3%[inhibitor]	-34.8%	nt	nt	-8.4%
Cc1nn(CC(=O)NCc2ccc(F)cc2)c2ccccc12	-16.8%	0.4%[9.22 µM]	-5.0%	nt	i	-7.9%	nt	nt	9.4%
COc1ccc(S(=O)(=O)N2CCOCC2)cc1NC(=O)[C@@H]1CCCN1C(=O)c1cccs1	20.7%	-18.1%	15.1%	i	-1.1%	?	1.0%	2.7%	-1.2%
CC(C)CNC(=O)NC(=O)COC(=O)Cn1cnc2ccccc2c1=O	3.4%	-10.0%	6.4%[0.307 µM]	i	i	3.3%	2.1%	1.6%	15.1%[0.307 µM]
O=C(N/C(=C/C=C/c1ccccc1)C(=O)N1CCCCC1)c1ccc([N+](=O)[O-])cc1	-7.6%	11.8%	?	i	i	20.6%	-0.4%	1.3%	-10.8%
COc1ccc(C(C)(O)c2nc(-c3cccc(O)c3)cs2)cc1 (configuration not stated)	-8.2%	?	?	i	-20.1%	21.8%	?	nt	-17.8%
COc1ccc2c(c1)cc(C(=O)N[C@@H](Cc1ccccc1)C(=O)O)n2C	-18.4%	5.2%	-13.2%	i	-22.1%	-0.2%	10.2%	-2.3%	-9.8%
C/C=C/Cn1c(Br)nc2c1c(=O)n(C)c(=O)n2C	-3.5%	0.0%	0.0%	i	-7.1%[57.5 µM]	-0.9%	-0.2%	0.5%	-19.3%
